High-throughput results deposited in PubChem BioAssay by several laboratories.
FXIa inh 1536: blocks human coagulation factor XIa protease activity | inhibition, % at 5 µM | purified FXIa, Boc-Glu-Ala-Arg-AMC fluorogenic substrate | P03951 | 220,000 compounds, 0.14% hits;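 active means inhibition of at least 40%; inactive means inhibition below 40%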;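 further: fluorescence of freed AMC excited at 355 nm; 0% = enzyme without compound and 100% = no enzyme blank; many of its hits are not listed in these tables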
Wee1 degr inh: inhibitors of human Wee1 degradation | HeLa Luc-Wee1K328M stability, luciferase luminescence; 100% = proteasome inhibitor MG132 effect | P30291 | reporter increase, % at 5 µM | 220,000 compounds, 1.2% hits;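 active means activation above the mean of all tested compounds plus 3 SD, set per screening run, cut at about 8.8% in these data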;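 further: cells exposed to compound for 20 h before luminescence read; 0% = DMSO alone and 100% = MG132 at 30 µM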
Target sequence (P30291 whole entry K328M): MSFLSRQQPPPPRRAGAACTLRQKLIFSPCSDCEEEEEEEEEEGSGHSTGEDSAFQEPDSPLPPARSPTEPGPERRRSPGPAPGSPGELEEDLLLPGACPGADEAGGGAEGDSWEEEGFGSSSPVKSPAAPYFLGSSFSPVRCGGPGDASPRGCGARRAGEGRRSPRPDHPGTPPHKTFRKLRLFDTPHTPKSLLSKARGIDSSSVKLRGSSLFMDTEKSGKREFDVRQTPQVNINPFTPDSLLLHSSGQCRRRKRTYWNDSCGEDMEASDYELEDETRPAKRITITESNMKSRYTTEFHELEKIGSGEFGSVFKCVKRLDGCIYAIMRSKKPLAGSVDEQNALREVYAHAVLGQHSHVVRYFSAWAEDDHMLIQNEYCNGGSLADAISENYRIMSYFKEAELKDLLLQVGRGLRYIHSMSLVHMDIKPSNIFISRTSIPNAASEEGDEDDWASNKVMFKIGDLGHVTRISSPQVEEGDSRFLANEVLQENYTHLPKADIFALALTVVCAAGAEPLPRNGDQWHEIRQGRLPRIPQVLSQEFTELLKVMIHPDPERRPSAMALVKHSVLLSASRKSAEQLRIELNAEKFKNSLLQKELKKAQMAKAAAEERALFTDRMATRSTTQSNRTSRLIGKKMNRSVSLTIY
TbHK1 inh: blocks Trypanosoma brucei hexokinase 1 activity. recombinant TbHK1, G6PDH-coupled NADH A340. inhibition, % at 10 µM. 220,000 compounds, 0.11% hits. AID 1430;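 active means inhibition of 50% or more in the single-dose primary screen; inactive means inhibition below 50%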
TNF necrop inh: TNF-alpha cell death inhibition in Jurkat FADD-/- cells | Jurkat FADD-/- TNF necroptosis rescue, ATP luminescence, 24 h; 0 = TNF only, 100 = no-TNF cells | activation (protection from cell death), % at 10 µM | 220,000 compounds, 0.068% hits;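 active means activation, meaning protection from cell death, of at least 50% relative to plate controls; inactive means activation below 50%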;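 further: necroptosis triggered by 40 ng/mL TNF-alpha added together with compound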
CHOP inh: blocks CHOP induction under ER stress | CHO-K1 CHOP-promoter luciferase, tunicamycin-induced, 15-18 h | inhibition, % at 10 µM | 220,000 compounds, 3.8% hits | AID 2732;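 active means compounds that reduced the stress-induced luciferase reporter signal by more than about 70% of percent inhibition, limit read from the data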;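 further: 0% = tunicamycin plus vehicle and 100% = wells without tunicamycin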
FXIIa inh: inhibitors of human coagulation factor XIIa. P00748. purified FXIIa, Boc-QGR-AMC fluorogenic substrate, 2 h. inhibition, % at 5 µM. 220,000 compounds, 0.3% hits. AID 800; in the data active means inhibition above about 40%;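 further: 0% = enzyme with no compound and 100% = blank without enzyme; many of its hits are not listed in these tables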
L929 necroptosis: L929 zVAD cell death inhibition | L929 zVAD necroptosis rescue, ATP luminescence, 24 h; with zVAD 60 µM | viability rescue, % at 10 µM | 220,000 compounds, 0.38% hits | AID 1377;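 active means activation, scaled between plate controls, above about 75%, limit read from the data; inactive means activation under that limit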;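 further: 0% = zVAD with DMSO and 100% = DMSO alone without zVAD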
PGE2 EP2 inh: inhibitors of human EP2 prostaglandin E2 receptor | C6 glioma cells expressing human EP2, cAMP TR-FRET; cells stimulated with saturating PGE2 | inhibition, % at 25 µM | 260,000 compounds, 0.52% hits | AID 1422;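 active means percent inhibition above 40 after rounding to a whole number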;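 further: rat C6 glioma host cells with rolipram phosphodiesterase inhibitor present; the protocol text gives 20 µM as final concentration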
Target sequence (P43116 whole entry, looked up): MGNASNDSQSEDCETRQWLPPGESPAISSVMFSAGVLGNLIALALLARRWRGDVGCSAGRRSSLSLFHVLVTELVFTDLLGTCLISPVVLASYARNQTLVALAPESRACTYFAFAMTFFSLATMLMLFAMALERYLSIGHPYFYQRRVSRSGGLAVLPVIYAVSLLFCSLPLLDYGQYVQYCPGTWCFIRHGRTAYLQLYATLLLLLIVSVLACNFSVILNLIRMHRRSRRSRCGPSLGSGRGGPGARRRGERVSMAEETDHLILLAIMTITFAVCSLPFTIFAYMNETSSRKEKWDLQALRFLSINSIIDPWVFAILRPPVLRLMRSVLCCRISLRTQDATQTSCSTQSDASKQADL
PPC-1+TRAIL kill: kills PPC-1 cancer cells in the presence of TRAIL | PPC-1 cells + TRAIL, ATPLite viability luminescence | cell killing (% activity), % at 4 µM | 220,000 compounds, 0.41% hits | AID 1443;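 active means cell killing above 50% in the first pass at 4 µM, then a duplicate retest at 5 µM averaging 50% or more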;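 further: plate controls were cells with TRAIL plus DMSO for no effect and medium-only wells lacking cells for full effect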
* marks the source's active call; other numbers are inactive results; x = not tested or not shown; & = joins results of further samples.

| SMILES | FXIa inh 1536 | Wee1 degr inh | TbHK1 inh | TNF necrop inh | CHOP inh | FXIIa inh | L929 necroptosis | PGE2 EP2 inh | PPC-1+TRAIL kill |
| --- | --- | --- | --- | --- | --- | --- | --- | --- | --- |
| O=c1[nH]cnc2nn(-c3ccccc3)nc12 | 1 | 1 | -5 | -0.7 | -46 | 12 | 4.7 | 13 | 30 |
| COC(=O)c1n[nH]n(-c2ccc(F)c(Cl)c2)c1=O | 0 | -2 | -9 | 2.1 | 17 | -3 | 1.5 | 4 | 19 |
| COC(=O)c1ccc(C(=O)OC)c(NC(=S)N2CCN(c3ccc(F)cc3)CC2)c1 | 26 | -4 | -3 | 2.3 | 69 | 16 | 1.1 | 10 | 29 |
| CN(C)c1ccc(/C=C/c2cc[n+](C)cc2)cc1 | 9 | 1 | -10 | -13 | 22 | 27 | -0.6 | 17 | 9 |
| CCOC(=O)N1CCN(C(=S)Nc2ccccc2C)CC1 | 6 | 3 | 22 | 1.5 | 25 | 12 | 0.7 | 7 | 20 |
| C/C(=N\NC(=O)c1ccccc1Br)c1ccc(N2CCOCC2)cc1 | -6 | 6 | -29 | 0.8 | 12 | 7 | 32 | 0 | 23 |
| CCOC(=O)N1CCC(NC(=O)CS(=O)(=O)Cc2nc(-c3ccc(C)cc3)oc2C)CC1 | 4 | -1 | -11 | -4.2 | 54 | 11 | 0.2 | 10 | 18 |
| COC(=O)C1=C(C)n2nnnc2NC1c1cc2ccccc2o1 (stereo not given) | 0 | 0 | -4 | 0.1 | 61 | 12 | -0.5 | 6 | 22 |
| COc1ccc(-c2nn(-c3ccccc3)cc2CO)cc1 | -7 | 1 | -2 | 1.0 | -16 | -7 | 0.2 | 6 | 10 |
| COC(=O)Nc1nnc(Cc2ccc(Cl)cc2)s1 | -6 | -1 | -3 | 0.9 | -12 | -7 | 0.0 | 5 | -33 |
| O=S(=O)(NCc1cn2ccccc2n1)c1cccs1 | -1 | 0 | -8 | 3.0 | -6 | 6 | 0.4 | 5 | -16 |
| O=C(NCCO)c1cc2ccccc2cc1O | 7&4 | -1&2 | 1&-3 | -0.3&-1.0 | 15&-2 | 4&7 | 0.1&-0.8 | 10&11 | 11&-10 |
| COC(=O)N[C@H](CC(C)=O)c1ccccc1 | 8 | -3 | -4 | 1.5 | -15 | 15 | -0.2 | 8 | -4 |
| COc1ccc(OC)c(CC(NC(C)=O)C(=O)NC2CCN(c3nc(OC)nc(OC)n3)CC2)c1 (stereo not given) | 2 | -2 | -6 | 0.0 | 18 | x | 0.2 | 18 | 1 |
| CCn1c(COc2ccccc2)nnc1SCC(=O)NC1CCCCC1 | 4 | -2 | 18 | 1.5 | 3 | 15 | 1.0 | 15&19 | 2 |
| O=C1CC(c2ccccc2)c2ccc(O)cc2O1 (stereo not given) | 3 | -2 | -4 | 0.7 | 13 | 11 | 0.5 | 6 | 10 |
| COc1ccc(NC(=O)CSc2nc3ccccc3cc2Cc2ccccc2)cc1 | 6 | 0 | 1 | -3.9 | 53 | 21 | -0.1 | 7 | 8 |
| Cc1c(-c2ccc(Br)cc2)[n+](=O)c2c(n1[O-])CCCCC2 | -14 | -2 | -14 | 2.3 | 6 | 3 | -0.4 | 9 | -2 |
| FC(F)(F)c1ccccc1C1C2=C(Nc3ncnn31)c1ccccc1CCC2 (stereo not given) | 3 | 1 | -11 | -2.1 | 41 | 15 | 0.4 | 9 | 1 |
| COc1ccc(C2=NN(C)C(=NCc3ccccc3)SC2)cc1 | 0 | -1 | -11 | -1.2 | 60 | 8 | 0.0 | 4 | -18 |
| COc1ccc(OC)c(S(=O)(=O)Nc2ccc(F)cc2)c1 | 2 | -2 | -5 | -2.1 | 3 | 14 | -0.4 | 31 | 16 |
| CC12c3ccccc3C(c3ccccc31)C1C(=O)N(c3cccnc3)C(=O)C12 (stereo not given) | 2 | 0 | 27 | 0.0 | 6 | 9 | 0.0 | 11 | 5 |
| O=C(COC(=O)c1ccc(Br)o1)NCc1ccco1 | x | -2 | 10 | 0.3 | x | x | 0.2 | 11 | x |
| FC(F)Sc1ccc(NC(=S)NCC2CCCCC2)cc1 | 1 | 3 | 10 | -10 | 106* | 16 | 0.6 | 10 | 8 |
| NC(=O)c1cc[n+](CC(=O)c2ccc(NC(=O)c3ccccc3)cc2)cc1 | -4 | -2 | -8 | 0.2 | -6 | 4 | 2.7 | 8 | 9 |
| CCCc1cc(=O)oc2cc(OCC(=O)OC)cc(OCC(=O)OC)c12 | -1 | -2 | -16 | 0.0 | -11 | 9 | 1.3 | 5 | 11 |
| COC(=O)c1ccc(NC(=O)C(=O)N2CCCC2)cc1 | 17 | 4 | 0 | 0.4 | -12 | 26 | 0.3 | 8 | -4 |
| CCN(C(=O)COC(=O)c1ccc(S(=O)(=O)N2CCCc3ccccc32)cc1)C1CCS(=O)(=O)C1 (stereo not given) | -4 | -1 | 6 | 0.6 | -3 | 3 | -0.5 | 2 | 7 |
| Cc1ccccc1Nc1nc(N)nc(CN(C)c2ccccc2)n1 | 1 | -3 | -2 | -0.4 | 24 | 17 | -0.9 | 9 | 36 |
| C=C(C)CSc1nc2c(c(=O)[nH]c(=O)n2C)n1Cc1ccccc1 | 2 | x | -4 | -5.5 | 15 | 8 | -0.7 | 9 | -5 |
| O=C(O)c1cccc(CN2C(=O)SC(Nc3ccccc3)C2=O)c1 (stereo not given) | 3 | -2 | 2 | 5.5 | 30 | 17 | 2.4 | 9 | 11 |
| COc1ccc(S(=O)(=O)N2CCCCC2)cc1NCC(=O)Nc1ccc(C)cc1 | 4 | 0 | -2 | -1.4 | 27 | 16 | -0.6 | 4 | 2 |
| COc1cccc(N2C(=O)C3C(C2=O)C3(c2ccccc2)c2ccccc2)c1 (stereo not given) | 0 | -1 | 6 | -4.1 | -14 | 10 | 0.3 | 12 | 2 |
| CC(=O)c1c(C)n(CCO)c2ccc(O)cc12 | 4 | 3 | -8 | 1.6 | 18 | 5 | 0.8 | 5 | 6 |
| Cc1ccc(C(=O)N2CCC3(CC2)Oc2ccc(Cl)cc2C(=O)C32CC(c3ccccc3)=NO2)s1 (stereo not given) | -3 | x | -16 | 3.1 | -13 | 1 | -0.3 | 10 | -1 |
| C=CCOc1ccc(/C=C2\SC(=S)N(CCC(=O)O)C2=O)cc1 | 3 | -1 | -9 | -0.8 | 88* | 2 | 1.2 | 9 | 11 |
| CCCC(=O)NCCCc1nc2ccccc2n1C(C)C | -5 | 1 | 1 | 0.5 | 29 | 16 | -0.3 | 6 | 12 |
| O=C(COc1ccccc1)N/N=C/c1ccc(O[C@@H]2O[C@H](CO)[C@@H](O)[C@H](O)[C@H]2O)cc1 | 5 | 10* | 39 | 1.0 | 8 | 12 | 1.1 | 6 | 10 |
| Cc1ccc(N=C2SC(C(=O)Nc3ccc(OC(F)(F)F)cc3)C(N)=C2C(=O)Nc2c(C)cc(C)cc2C)cc1 (stereo not given) | 1 | 11* | -9 | 0.7 | 105* | 5 | -0.7 | 5 | 3 |
| CCSc1nc(N2CCOCC2)c2c(c1C#N)CCCC2 | 0 | 3 | -2 | -4.7 | 62 | 5 | 0.3 | 13 | 3 |
| CCN(CC)CCCNC(=O)c1cc2c(Cl)nc3ccccc3c2s1 | -9 | 4 | 7 | 3.9 | 10 | 5 | 67 | 4 | 18 |
| CCn1c(COc2ccc(C)cc2)nnc1SCc1nc2ccccc2[nH]1 | 5 | 1 | 9 | -1.6 | 40 | 8 | -0.3 | 7 | 4 |
| COC1(NC(=O)c2ccccc2)C(C)=CC(=O)C=C1C | 2 | -3 | 4 | -0.4 | -17 | 9 | -0.5 | 3 | 38 |
| COc1ccc(C2=NN(c3nc(-c4ccccc4)c(CC(=O)O)s3)C(c3ccco3)C2)cc1 (stereo not given) | 7 | -2 | -6 | 0.2 | -9 | 12 | -0.1 | 11 | 16 |
| O=C(CSc1ncnc2ccccc12)NCCCO | -1 | 1 | -6 | 1.9 | 26 | 8 | -0.1 | 11 | 8 |
| O=C(O)CSCCCC(=O)Nc1ccc(Br)cc1 | 1 | -5 | 3 | -1.6 | 2 | 10 | 0.3 | x | -11 |
| CC(=O)N1N=C(c2ccncc2)OC12CCCCC2 | -22 | -1 | -7 | -2.9 | -3 | -23 | 0.0 | -6 | -4 |
| O=C(NC(N1CCOCC1)C(Cl)(Cl)Cl)c1ccccc1Cl (stereo not given) | -1 | 1 | -3 | -0.1 | 17 | 1 | 0.5 | -2 | 4 |
| CC1=C(C#N)C(c2cn(-c3ccccc3)nc2-c2cccs2)C(C#N)=C(C)N1 | 12 | -1 | 1 | -6.3 | 32 | 26 | -0.1 | 5 | 14 |
| CC(=O)Nc1ccccc1-c1ccc(C)o1 | -1 | 1 | 10 | 1.5 | 17 | 4 | 0.2 | 12 | 20 |
| Cc1ccc(-n2c(C)cc(/C([O-])=C(/C(=S)Nc3ccc(F)c(Cl)c3)[n+]3ccccc3)c2C)cc1 | 5 | 3 | -26 | -7.8 | -24 | 9 | -0.6 | 7 | 17 |
| C=CCn1c(SCC(=O)c2cc(C)n(C(C)COC)c2C)nc2sc(C)c(C)c2c1=O (stereo not given) | 1 | -2 | -19 | 0.9 | 12 | 15 | -0.5 | 6 | 7 |
| CCc1nc(C)cn1S(=O)(=O)c1cc(Br)c(C)cc1OC | 3 | -1 | 2 | -1.3 | 28 | 12 | -0.6 | 7 | 16 |
| CCOC(=O)c1nnn(-c2ccccc2C#N)c1C | 4 | -1 | -10 | -0.3 | -18 | 16 | -0.2 | 15 | 8 |
| Cc1ccc(NC(=O)CN(C)c2ccc(S(=O)(=O)N3CCN(C)CC3)cn2)cc1 | 5 | 1 | 5 | -0.6 | -1 | -4 | -0.5 | 12 | 13 |
| O=C(O)c1ccc2cccc(Cl)c2c1O | 1 | 2 | -5 | 0.5 | 15 | 14 | 0.7 | 18 | 6 |
| Cc1ccc(NC(=O)c2ccc(Oc3ncccn3)cc2)cc1 | 1 | 2 | -3 | -0.1 | 5 | -2 | 3.0 | 9 | 16 |
| COc1cccc2sc(NNC(=O)C3COc4ccccc4O3)nc12 (stereo not given) | -1 | 1 | 5 | 1.2 | 14 | 10 | 2.6 | 0 | 20 |
| CCN(c1ccc(NC(=O)CCNC(=O)c2ccco2)cc1)C(C)C | 4 | 0 | 35 | 0.7 | -12 | 16 | 2.1 | 7 | 16 |
| COC(=O)c1ccccc1NC(=O)C1CCCCC1C(=O)O (stereo not given) | 0 | -1 | -1 | -2.2 | 13 | 10 | 0.3 | 6 | 15 |

Given with two lines to a compound: part of the list above.
Every second line gives: FXIa inh 1536 | Wee1 degr inh | TbHK1 inh | TNF necrop inh | CHOP inh | FXIIa inh | L929 necroptosis | PGE2 EP2 inh | PPC-1+TRAIL kill
CCN(c1ccc(NC(=O)CCNC(=O)c2ccco2)cc1)C(C)C
 : 4 | 0 | 35 | 0.7 | -12 | 16 | 2.1 | 7 | 16
O=C(O)CSCCCC(=O)Nc1ccc(Br)cc1
 : 1 | -5 | 3 | -1.6 | 2 | 10 | 0.3 | x | -11

Some of the entries above, set out differently:
Results follow in this order: FXIa inh 1536 | Wee1 degr inh | TbHK1 inh | TNF necrop inh | CHOP inh | FXIIa inh | L929 necroptosis | PGE2 EP2 inh | PPC-1+TRAIL kill
CCn1c(COc2ccc(C)cc2)nnc1SCc1nc2ccccc2[nH]1
  5 | 1 | 9 | -1.6 | 40 | 8 | -0.3 | 7 | 4
COC1(NC(=O)c2ccccc2)C(C)=CC(=O)C=C1C
  2 | -3 | 4 | -0.4 | -17 | 9 | -0.5 | 3 | 38

A portion of the library (hit frequency here may not be typical).
